Screens (PubChem)
K1F lysis inhibition – inhibition of K1F phage lysis, E. coli UTI89, bacterial capsule biogenesis inhibitors, alamar blue (AID 488966). E. coli UTI89 K1F phage lysis, alamar blue, 2 h; higher % means a stronger effect. one-dose inhibition, % at 100 µM; IC50 in µM for titrated hits. 340,000 tested, 0.02% active;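 active = phage lysis inhibition, versus mean bacterial control, above a set limit; inconclusive = no clear call, values can overlap the other calls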;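 also: capsule biogenesis inhibitors block K1F phage lysis so surviving cells raise fluorescence; higher fluorescence means more inhibition of phage lysis; actives were called in the ten point dose series up to 300 µM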
M1AAP inhibition – P. falciparum M1AAP inhibitors, biochemical, fluorogenic H-Leu-NHMec substrate, 1536-well (AID 1445); recombinant M1AAP, H-Leu-NHMec fluorogenic kinetic assay; higher % means a stronger effect; 220,000 tested, 0.42% active; one-dose inhibition, % at 30 µM; IC50 in µM for titrated hits;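 active = primary inhibition above the hit cutoff, then over 50% inhibition at one or more dose response concentrations, cut at about 23% in these data, passing the limit was not always enough; inconclusive = conflicting primary data, or primary hits not chosen for dose response; inactive = low primary inhibition, or under 50% at every dose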;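 also: plate controls were DMSO full reaction for no effect and no enzyme background for full effect; strong numbers were not always called active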
T cell HTS – modulates CD8 T cell binding to vesicles; 2C CD8+ T cell-vesicle binding, flow cytometry; active compounds read low; calls only at 7 µM; 330,000 tested, 0.068% active;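 active = response, share of CD8 T cells binding vesicles, and their 90th percentile fluorescence all below set limits, cut at about 80% in these data, passing the limit was not always enough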
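System: murine 2C transgenic CD8+ T lymphocytes; also added: QL9-loaded Drosophila micro-vesicles; times: binding 1.5 h at 37 °C; measured by: flow cytometry, PE anti-B7-1 (FL2) versus Alexa647 anti-CD8 (FL8), PFA-fixed; control set: Peptide-free naked vesicles (low) and QL9 vesicles with 0.7% DMSO vehicle (high)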
TNAP activation fold – stimulation of alkaline phosphatase TNAP activity – biochemical, luminescent, no phosphate acceptor, uHTS, primary screen (AID 1001); purified TNAP, luminescent activation assay, no phosphate acceptor; higher activation fold means a stronger effect; activation fold at 20 µM; hits with a dose series show EC50 in µM; 200,000 tested, 0.03% active; in the data active = activation fold from about 3, or a potency from the dose series; inactive = the rest, 99 in 100 with activation fold below about 1.6; also: many of its hits are not listed in these tables
M17LAP inhibition – P. falciparum M17LAP inhibitors, primary screen, biochemical, fluorogenic H-Leu-NHMec substrate, 1536-well (AID 1619); recombinant M17LAP, H-Leu-NHMec fluorogenic kinetic assay; higher % means a stronger effect; inhibition, % at 30 µM; hits with a dose series show IC50 in µM; 220,000 tested, 0.38% active;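 active = compound inhibiting the enzyme by more than half at any dose during confirmatory dose-response retesting; inconclusive = strong single-dose inhibitors picked by rank but not retested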;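 also: plate controls were full reaction with DMSO carrier for no effect and no enzyme background for full effect; strong numbers were not always called active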
RSV antiviral HEp-2 – RSV antiviral activity via CPE protection, HEp-2 cells, primary 10 µM value included (AID 2391). 310,000 tested, 0.13% active. HEp-2 cells, RSV-induced CPE inhibition; higher % means a stronger effect. one-dose CPE inhibition, % at 10 µM; IC50 in µM for titrated hits; in the data active = a potency from the dose series; inconclusive = CPE inhibition mostly from about 23% at the one dose, without a potency; inactive = the rest, 99 in 100 with CPE inhibition below about 21%; also: strong numbers were not always called active
human PMI inhibitors – MPI inhibition at elevated mannose 6-phosphate – biochemical, fluorescence intensity, high mannose 6-phosphate, primary screen (AID 1220). recombinant PMI enzyme, coupled fluorescence intensity; higher % means a stronger effect. 190,000 tested, 0.66% active. inhibition, % at 20 µM, or IC50 in µM where a hit was titrated
PMI inhibitors – inhibitors of human PMI, primary screen, biochemical, fluorescence intensity, coupled assay (AID 1209) | 190,000 tested, 0.42% active | purified PMI enzyme, coupled fluorescence intensity; higher % means a stronger effect | one-dose inhibition, % at 20 µM; IC50 in µM for titrated hits;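 also: plate controls were DMSO vehicle for no effect and wells lacking substrate for full effect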
West Nile antiviral – West Nile virus antiviral activity, cell-based, CPE readout (AID 1621); CPE inhibition, % at 10 µM; hits with a dose series show IC50 in µM; West Nile virus-infected cells, CPE inhibition; higher % means a stronger effect; 290,000 tested, 0.02% active; in the data active = a potency from the dose series; inconclusive = CPE inhibition mostly from about 3.7% at the one dose, without a potency; inactive = the rest, 99 in 100 with CPE inhibition below about 2.2%; also: strong numbers were not always called active
T cell HTS vesicle-bound % – recorded beside T cell HTS, whose call it bears; double positive events, %; measured here: CD8+ vesicle-bound cell fraction;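 binding gate set so that unloaded-vesicle control wells show 10% double positive cells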
The depositor's hits bear a star; i = inactive; ? = inconclusive; nt = not tested or not shown; [ ] = dose if it differs, or a comment. Rule as the data show it, unless noted: active = inhibition above about 50%; inactive = the rest. The order is random. Share with any hit: about 1.5%.

SMILES	K1F lysis inhibition	M1AAP inhibition	T cell HTS	T cell HTS vesicle-bound %	TNAP activation fold	M17LAP inhibition	RSV antiviral HEp-2	human PMI inhibitors	PMI inhibitors	West Nile antiviral
CCN(CC)CCCn1c(SCC(=O)Nc2cccc(F)c2)nnc1-c1ccoc1C	0.1%	nt	i	46	nt	nt	-0.4%	nt	nt	-0.6%
COc1ccc(S(=O)(=O)N(C)CC(=O)N2CCCC2)cc1Cl	-0.6%	-1%	i	40	1.1	3%	-1.9%	-5%	-4%	-0.1%
COC(=O)c1ccc(NS(=O)(=O)c2ccc(SC)cc2)cc1	0.4%	13%	i	21	1.1	-1%	5.6%	8%	9%	-0.2%
COc1cccc(NC(=O)Nc2ccc3c(c2)nc(C)n3C)c1	0.2%	nt	i	53	1.2	nt	1.8%	-2%	-3%	0.0%
COc1ccc(C)cc1S(=O)(=O)N(C)CC(=O)N1CCC(C)CC1	4.6%	-1%	i	32	1.1	19%	1.3%	5%	9%	-0.6%
COc1ccccc1NC(=O)Nc1sccc1-c1nc2ccccc2s1	nt	14%	i	24	nt	-2%	1.7%	nt	nt	-0.4%
COc1ccc(/C=C2\CCCC3C2=NN(C(=O)c2scnc2C)C3c2ccc(OC)c(OC)c2)cc1OC (stereo not drawn)	7.7%	4%	i	50	1	-6%	1.8%	-2%	9%	0.4%
Cc1ccc([N+](=O)[O-])cc1N=Cc1ccc(Br)s1	5.7%	13%	i	13	1.1	0%	0.7%	12%	5%	0.6%
CC1CCN(CCCNC(=O)c2ccc(CS(=O)(=O)Cc3ccccc3F)o2)CC1	-0.2%	4%	nt	nt	1.1	6%	nt	6%	6%	-0.1%
C=CCn1c(CSCc2ccc(Cl)cc2)nnc1SCC(=O)NCc1ccccc1	-0.2%	3%	i	46	1.1	0%	0.8%	1%	4%	-0.2%
COc1ccc(OC)c(NC(=O)CSc2ccc(-c3ccco3)nn2)c1	-0.4%	nt	i	9	nt	nt	3.0%	nt	nt	-0.2%
N#C/C(=C\Nc1ccc(Cl)cn1)S(=O)(=O)c1ccccc1	0.0%	6%	i	34	nt	4%	nt	nt	nt	0.0%
O=C(COC(=O)Cn1cnc2ccccc21)Nc1ccc2c(c1)C(=O)c1ccccc1C2=O	0.0%	-5%	i	62	1.1	9%	4.7%	-68%	-37%	-0.9%
Cc1ccc(C)c(N2CN(CCC3=CCCCC3)CNC2=S)c1	0.5%	3%	i	33	nt	-2%	6.8%	nt	nt	-0.3%
Cc1c(Cl)c(=O)n2c(=O)c(Cl)c(C)n12	0.3%	6%	i	51	1.1	-46%	1.7%	-12%	-19%	-0.2%
COc1cccc(OC)c1C(=O)NNS(=O)(=O)c1ccc2ccccc2c1	0.0%	nt	i	17	nt	nt	2.5%	nt	nt	-0.5%
CC(=O)Nc1ccc(-c2nnc(SCC(=O)Nc3ccc4c(c3)oc3ccccc34)n2C)cc1	1.2%	8%	i	49	1.1	9%	6.9%	-7%	4%	0.2%
CN(C)c1cc(-c2ccc(Cl)c(Cl)c2)oc(=O)c1Cl	0.6%	4%	i	20	nt	12%	nt	nt	nt	0.4%
O=C1C=C(c2ccccc2)C[C@H](c2cccs2)[C@H]1n1cnc([N+](=O)[O-])c1	0.2%	9%	i	45	1	-7%	0.3%	-2%	-4%	-0.9%
CC(C)N(CCc1ccncc1)C(=S)Nc1ccc(F)c(Cl)c1	-0.2%	9%	i	20	1.1	4%	-0.2%	1%	6%	-0.4%
c1ccc(-c2onc(-c3ccco3)c2-c2ccc3c(c2)OCO3)cc1	2.3%	nt	i	29	nt	nt	-1.1%	nt	nt	-1.1%
O=C(NCC1CCCO1)c1coc2nc3ccccc3nc12 (stereo not drawn)	-0.7%	1%	i	23	1	-11%	4.0%	-10%	-4%	0.3%
Cc1ccc(NC2c3ncccc3C(=O)N2c2ccccc2C)cc1C (stereo not drawn)	2.2%	10%	i	42	1.1	1%	2.1%	-18%	5%	0.6%
Cc1ccc(CN2CCN(/N=C/c3sccc3C)CC2)c(C)c1	-0.6%[50 µM]	-1%	i	34	1.1	4%	4.8%	19%	17%	-0.8%
CC1c2ccsc2CCN1S(=O)(=O)c1cccs1 (stereo not drawn)	-1.7%	4%	i	21	nt	-2%	2.5%	nt	nt	-1.0%
CCOc1ccccc1N(CC(=O)Nc1ccc2c(c1)OCO2)S(C)(=O)=O	-0.1%	6%	i	39	1.1	-4%	1.9%	1%	0%	-0.5%
CC1c2[nH]c3ccccc3c2CCN1S(C)(=O)=O (stereo not drawn)	1.2%	2%	i	62	1.1	0%	5.7%	4%	7%	0.3%
COc1ccccc1C(=O)Nc1ccc(N2CCN(Cc3ccccc3)CC2)cc1	1.3%	4%	i	9	1.1	12%	3.9%	7%	8%	-0.7%
Cc1ccc(-c2cc(C(F)F)n3ncc(C(=O)Nc4cn(C)nc4C)c3n2)cc1	-0.1%	-1%	i	54	1	4%	2.6%	nt	nt	-0.5%
COc1ccc(C2C(CN3CCOCC3)C(=O)N2c2ccccc2)cc1 (stereo not drawn)	0.2%	-4%	i	24	1.1	-4%	-1.4%	-3%	-2%	-0.8%
C=CCCCCCCCCc1nc(SCC(=O)O)n[nH]1	0.3%	3%	i	37	nt	14%	-0.6%	nt	nt	0.1%
COc1cccc(C2C(C(=O)c3sc(C)nc3C)=C(O)C(=O)N2CCN2CCOCC2)c1 (stereo not drawn)	0.1%	8%	i	35	1.1	8%	1.4%	-17%	-6%	0.0%
Cn1c(CS/C(N)=N/N=C/c2ccccc2)c(Br)c(=O)n1-c1ccccc1	-0.2%	1%	i	16	1.1	4%	7.0%	-6%	-1%	-0.4%
CN1CCN(NC(=O)c2cn(-c3ccccc3)nc2-c2cccc(Br)c2)CC1	-2.0%	11%	i	46	1.1	2%	-3.5%	-2%	-10%	2.7%
Cc1cc(N2CCN(S(=O)(=O)c3ccc4ccccc4c3)CC2)n2ncnc2n1	-0.1%	-1%	i	16	1	1%	10%	13%	14%	-1.7%
Cc1nc2nc(-c3ccccc3)cc(=O)n2[nH]1	0.6%	-2%	i	52	1	28%	1.2%	-16%	-6%	0.0%
CCOC(=O)c1oc2nc(C(C)C)c3c(c2c1N)CCC3	0.1%	6%	i	14	1.1	-37%	9.4%	-3%	8%	-1.0%
C/C(=C\C(=O)Nc1nccs1)c1ccccc1	6.1%	12%	i	20	1.1	-2%	0.1%	4%	10%	-0.3%
O=C(Nc1nnc(S(=O)(=O)N2CCCC2)s1)c1cccc([N+](=O)[O-])c1	0.1%	nt	i	7	nt	nt	1.6%	nt	nt	0.0%
S=C(Nc1ccc(Cl)cc1)Nc1cccc2cnccc12	-1.4%[50 µM]	3%	i	2	0.9	-10%	4.9%	12%	26%	-0.4%
CCCCNS(=O)(=O)c1ccc2nc(-c3cccnc3)cc(C(=O)NCC(OC)OC)c2c1	0.0%	nt	i	31	nt	nt	3.1%	nt	nt	-0.3%
CCOc1ccc(N(C(=O)CNS(=O)(=O)c2ccccc2)C(CC)C(=O)NCc2ccco2)cc1 (stereo not drawn)	-0.9%	-7%	i	21	1.1	6%	1.8%	nt	nt	-0.4%
Cc1cc(=O)oc2c(CN3CCN(CCO)CC3)c(O)ccc12	-0.1%	nt	i	16	nt	nt	0.6%	nt	nt	-0.1%
Cc1cc(-c2ccc(C)c(S(=O)(=O)NCCN3CCC(C)CC3)c2)on1	2.5%	nt	i	62	nt	nt	-2.2%	nt	nt	-0.8%
CSCC[C@H](NC(=O)CCNC(C)=O)c1nc2ccccc2[nH]1	0.1%	-6%	i	21	1.1	3%	1.7%	0%	2%	0.2%
CC(NC(=O)C1C2C=CC(C2)C1C(=O)O)c1ccccc1 (stereo not drawn)	1.2%	2%	i	36	1.1	16%	1.6%	0%	7%	0.0%
COC(=O)[C@H](CC(C)C)NC(=O)NC1CCCCC1C (stereo partly drawn)	1.9%	12%	i	4	1	8%	-0.4%	-6%	-6%	0.2%
O=C(COC(=O)c1ccncc1)Nc1cccc(Cl)c1	0.6%	-3%	i	31	1.1	3%	0.7%	23%	12%	-0.1%
CC1CCC(NC(=O)C2c3ccccc3C(=O)N2Cc2ccc3c(c2)OCO3)CC1 (stereo not drawn)	0.2%	8%	i	23	1.2	-6%	-0.4%	9%	1%	-0.7%
O=[N+]([O-])c1ccccc1NCc1ccc(Cl)cc1	nt	8%	i	42	0.9	3%	?	-3%	2%	-0.2%
Cn1c(SCc2ccccc2Cl)nnc1-c1cnccn1	0.5%	-6%	i	25	1	-11%	1.5%	2%	8%	-0.1%
Cc1cccc(NC(=S)Nc2cccc(C)n2)n1	0.2%	-12%	i	43	nt	0%	1.2%	nt	nt	-0.7%
O=C(Nc1c2c(nn1-c1ccccc1)CS(=O)C2)c1ccc2c(c1)OCO2 (stereo not drawn)	1.3%[50 µM]	nt	i	19	nt	nt	0.9%	nt	nt	0.3%
CN1C=CC=C/C1=C1\SC(=S)N(c2ccccc2)C1=O	-0.4%	1%	i	33	0.9	-9%	1.2%	0%	2%	nt
CC1(C)CC(=O)C/C(=N/NC(=O)c2ccc(-c3ccccc3)cc2)C1	1.0%	6%	i	61	1.2	1%	10%	14%	2%	-1.2%
O=C(CN1C(=O)NC2(CCCC2)C1=O)Nc1ccc(F)c(Cl)c1	0.2%	nt	i	18	nt	nt	1.8%	nt	nt	-0.2%
COc1cc(CNCCc2ccc(S(N)(=O)=O)cc2)ccc1OCC(=O)NC(C)(C)C	3.7%	-1%	i	55	1.1	-5%	0.8%	-13%	-3%	-0.3%
Cc1ccc(-c2nnc(NC(=O)c3ccco3)s2)cc1	2.5%	nt	i	15	nt	nt	0.2%	nt	nt	-0.1%
Cc1ccc(N(C)S(=O)(=O)c2cc3c(cc2C)NC(=O)CO3)cc1	-1.6%	nt	i	22	nt	nt	0.9%	nt	nt	-0.8%

3 compounds already listed, sorted by SMILES length, falling.
SMILES	K1F lysis inhibition	M1AAP inhibition	T cell HTS	T cell HTS vesicle-bound %	TNAP activation fold	M17LAP inhibition	RSV antiviral HEp-2	human PMI inhibitors	PMI inhibitors	West Nile antiviral
COc1cc(CNCCc2ccc(S(N)(=O)=O)cc2)ccc1OCC(=O)NC(C)(C)C	3.7%	-1%	i	55	1.1	-5%	0.8%	-13%	-3%	-0.3%
CC1CCC(NC(=O)C2c3ccccc3C(=O)N2Cc2ccc3c(c2)OCO3)CC1 (stereo not drawn)	0.2%	8%	i	23	1.2	-6%	-0.4%	9%	1%	-0.7%
O=C(CN1C(=O)NC2(CCCC2)C1=O)Nc1ccc(F)c(Cl)c1	0.2%	nt	i	18	nt	nt	1.8%	nt	nt	-0.2%
